Assay outcomes as filed in PubChem BioAssay.
FAS TE block: blocks the thioesterase domain of human fatty acid synthase; P49327; recombinant FAS-TE, OMFH fluorogenic substrate, fluorescence endpoint; inhibition, % at 15 µM; actives 0.67% (n = 360,000);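 active means compounds whose normalised, plate-corrected inhibition of enzyme fluorescence in the single-dose primary screen is 50% or more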;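 further: 0% = DMSO with enzyme and 100% = substrate without enzyme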
CSN inh: inhibitors of human CSN-mediated cullin deneddylation; Purified CSN, SCF-Nedd8-OG deneddylation, fluorescence polarization; inhibition, % at 12.5 µM; actives 0.38% (n = 360,000);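 active means pattern-corrected inhibition above about 35%, with an unprinted fluorescence ratio check between 0.5 and 1.5, limit read from the data, passing the limit was not always enough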;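 further: 0% = enzyme with substrate and 100% = substrate without enzyme; some results filed as inactive read as strong as hits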
Target sequence (Q92905 whole entry, looked up, one chain of several): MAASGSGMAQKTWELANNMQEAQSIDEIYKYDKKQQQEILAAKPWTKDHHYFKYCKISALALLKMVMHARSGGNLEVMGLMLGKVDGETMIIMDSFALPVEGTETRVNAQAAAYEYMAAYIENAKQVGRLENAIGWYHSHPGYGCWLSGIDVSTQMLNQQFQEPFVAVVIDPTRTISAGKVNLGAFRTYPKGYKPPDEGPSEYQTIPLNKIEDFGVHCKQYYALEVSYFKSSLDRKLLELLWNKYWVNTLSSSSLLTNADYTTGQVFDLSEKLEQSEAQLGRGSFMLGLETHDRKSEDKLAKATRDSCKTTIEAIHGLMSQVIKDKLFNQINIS
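test system = HEK293T-derived human Csn5 enzyme | amount = 0.24 nM Csn5 enzyme, final concentration | medium = Tris/NaCl/DTT buffer, pH 7.5 | schedule = 90 min reaction at room temperature | signal = FP | evaluation = inhibition of Csn5 cleavage, % | compound dosing = single dose of 12.5 µM compound with 0.25% DMSO | probe or stimulus = 10 nM SCFSkp2-Nedd8OG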
MLLE-PAM2 inh: blocks PAM2 peptide binding to the PABP1 MLLE domain | inhibition, % at 20 µM | P11940 | GST-MLLE / FITC-PAM2 fluorescence polarization | actives 0.36% (n = 360,000); in the data active means inhibition above about 35%, passing the limit was not always enough;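 further: plate controls were DMSO wells with GST-MLLE for no effect and wells lacking GST-MLLE protein for full effect; some results filed as inactive read as strong as hits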
Target sequence (P11940 whole entry, looked up, the tested form may be a part): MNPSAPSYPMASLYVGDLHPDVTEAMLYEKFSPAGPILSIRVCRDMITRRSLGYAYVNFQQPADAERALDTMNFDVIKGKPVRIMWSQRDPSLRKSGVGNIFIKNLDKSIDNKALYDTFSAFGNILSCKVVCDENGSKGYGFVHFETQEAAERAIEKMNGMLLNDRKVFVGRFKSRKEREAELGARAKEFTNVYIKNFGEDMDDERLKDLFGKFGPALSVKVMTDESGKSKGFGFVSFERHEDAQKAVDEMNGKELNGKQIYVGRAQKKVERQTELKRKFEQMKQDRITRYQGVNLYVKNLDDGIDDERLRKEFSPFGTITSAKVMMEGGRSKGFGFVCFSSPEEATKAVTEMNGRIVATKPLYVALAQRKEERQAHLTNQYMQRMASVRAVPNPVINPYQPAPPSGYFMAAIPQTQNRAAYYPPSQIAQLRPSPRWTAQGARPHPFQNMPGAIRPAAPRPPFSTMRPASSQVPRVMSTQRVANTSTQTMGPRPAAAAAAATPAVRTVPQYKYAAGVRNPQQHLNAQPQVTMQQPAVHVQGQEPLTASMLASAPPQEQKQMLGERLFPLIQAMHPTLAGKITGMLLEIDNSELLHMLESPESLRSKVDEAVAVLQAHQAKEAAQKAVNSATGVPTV
Rin1 Abl inh: blocks binding of human Rin1 to Abl; P00519+Q13671; TR-FRET Rin1/Abl binding, biochemical; inhibition, % at 7.35 µM; actives 0.4% (n = 360,000); AID 588664; in the data active means inhibition above about 5%, passing the limit was not always enough
Neddylation inh: cullin neddylation inhibition; P61081+Q13564; calls only at 25 µM; actives 0.58% (n = 360,000); TR-FRET cullin neddylation, biochemical; in the data active means inhibition above about 36%
MsrA inhibitor: inhibitors of bovine MsrA. purified bovine MsrA, absorbance read-out. inhibition, % at 15.5 µM. actives 0.75% (n = 360,000). AID 651718; in the data active means inhibition above about 4.5%;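 further: 0% = vehicle wells with enzyme and 100% = reference inhibitor wells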
eLon inh: inhibits E. coli Lon protease. P0A9M0. purified E. coli Lon protease, fluorescence polarization. inhibition, % at 7.94 µM. actives 0.42% (n = 360,000); in the data active means inhibition above about 13%, passing the limit was not always enough;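 further: 0% = enzyme with probe and DMSO and 100% = no enzyme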
TbMetRS inhib: Trypanosoma brucei MetRS inhibition; purified T. brucei MetRS, ATP depletion, Kinase-Glo luminescence; actives 0.4% (n = 360,000); inhibition, % at 11.9 µM;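 active means inhibition above a per-plate cutoff of the control wells' mean inhibition plus 3 SD, cut at about 5.5% in these data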;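 further: 0% = DMSO wells median and 100% = median of wells with control inhibitor compound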
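Dosing: 11.9 µM single point; system: parasite MetRS enzyme; technique: luminescence of leftover ATP; times: 15 min enzyme-compound preincubation, 2 h reaction, 10 min detection, 25 °C; replicates: each compound tested once; read-out basis: percent inhibition relative to median high and low control wells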
MsrA act: bovine methionine sulfoxide reductase A activation | actives 0.3% (n = 360,000) | purified bovine MsrA, absorbance read-out | activation, % at 10.6 µM; in the data active means activation above about 7.5%;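 further: 0% = vehicle and 100% = reference activator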
Numbers without * were called inactive; i = inactive; . = not tested or not shown; + = active, no number.

SMILES | FAS TE block | CSN inh | MLLE-PAM2 inh | Rin1 Abl inh | Neddylation inh | MsrA inhibitor | eLon inh | TbMetRS inhib | MsrA act
COc1cc(/C=C2\SC(=Nc3ccccc3)N(CCc3c[nH]c4ccccc34)C2=O)ccc1OC(C)C(=O)O (centres undefined) | 28.2 | 4.0 | -22.1 | 0.6 | i | 1.2 | 5.0 | -0.5 | -4.8
N#Cc1nc(COc2ccccc2F)oc1N1CCCCCC1 | 19.7 | -7.8 | 9.9 | 2.5 | i | -0.2 | 4.0 | -0.9 | -10.4
Cc1cc(NC(C)C)n2c(nc3ccccc32)c1C#N | 2.3 | 15.1 | -41.1 | -3.3 | . | 0.5 | -8.6 | -0.6 | -9.0
Cc1cnc(C(=O)OCC(=O)N(C(C)C)C(C)C)cn1 | -7.3 | 2.6 | 7.5 | 3.6 | i | -0.3 | -8.0 | -0.7 | -3.6
Cc1ccc(C(=O)Nc2nc(C(N)Cc3ccc(C(F)(F)F)cc3)cs2)cc1 (centres undefined) | -10.1 | -0.5 | -1.4 | 3.0 | i | 0.3 | -4.7 | 0.0 | 0.8
COc1ccc(NC(=O)Nc2cccc(C)n2)cc1 | 0.9 | -5.8 | 8.2 | 0.1 | i | 0.7 | 1.4 | -0.7 | -1.1
COc1ccc(NC(=S)NCCCc2ccccc2)cc1 | 10.2 | 0.2 | -52.8 | -0.9 | i | 1.7 | -5.1 | -0.4 | -2.0
COc1ccccc1CCN=C(N)NS(=O)(=O)c1cccs1 | -4.9 | -1.2 | -8.6 | -1.8 | i | -1.6 | -3.5 | 1.0 | -4.3
Cc1cc(C)c(C(=O)C(C)OC(=O)Cn2cnc3c2c(=O)n(C)c(=O)n3C)cc1C (centres undefined) | -3.7 | 2.8 | -4.8 | 5.4 | i | 0.8 | 11.7 | 0.0 | -3.7
S=c1[nH]nc(Cc2cccs2)n1-c1ccccc1Cl | -3.5 | 3.1 | -3.1 | 4.1 | i | 2.1 | -1.0 | -1.3 | -8.3
COCc1cc(C)nc2sc(C(=O)Nc3ccc(OC)cc3)c(N)c12 | 8.3 | -0.6 | 21.6 | -3.0 | + | 1.3 | 8.5 | -0.1 | -1.6
CCCN1CCN(S(=O)(=O)c2ccc3c(c2)CCC(=O)N3)CC1 | -6.1 | -0.9 | 2.0 | 1.6 | i | 1.0 | -8.5 | -0.2 | -2.8
CCOC(=O)C1=CCCN(S(=O)(=O)c2ccc(C)cc2)C1 | 1.1 | 0.0 | -2.6 | 3.7 | i | 0.5 | 2.6 | -1.4 | -6.8
COC(=O)c1ccc(NC(=O)Nc2ccccc2C)cc1 | -0.3 | -11.3 | 7.2 | 3.9 | i | -0.9 | -2.9 | -1.9 | -13.7
CC(NC(=O)C1CC1)c1ccc(-c2ccccc2)cc1 (centres undefined) | -0.2 | -1.9 | -4.3 | 0.4 | i | -1.4 | -1.5 | 0.1 | -1.6

Sorted by length of the SMILES (falling): 3 of the compounds above
SMILES | FAS TE block | CSN inh | MLLE-PAM2 inh | Rin1 Abl inh | Neddylation inh | MsrA inhibitor | eLon inh | TbMetRS inhib | MsrA act
CCCN1CCN(S(=O)(=O)c2ccc3c(c2)CCC(=O)N3)CC1 | -6.1 | -0.9 | 2.0 | 1.6 | i | 1.0 | -8.5 | -0.2 | -2.8
CCOC(=O)C1=CCCN(S(=O)(=O)c2ccc(C)cc2)C1 | 1.1 | 0.0 | -2.6 | 3.7 | i | 0.5 | 2.6 | -1.4 | -6.8
COC(=O)c1ccc(NC(=O)Nc2ccccc2C)cc1 | -0.3 | -11.3 | 7.2 | 3.9 | i | -0.9 | -2.9 | -1.9 | -13.7

Additional records:
SMILES | FAS TE block | CSN inh | MLLE-PAM2 inh | Rin1 Abl inh | Neddylation inh | MsrA inhibitor | eLon inh | TbMetRS inhib | MsrA act
C=CCn1c(SCC(=O)NCCc2ccccc2)nnc1C1CC1 | -8.5 | -0.6 | 1.6 | 2.5 | i | 0.1 | 1.3 | -0.2 | -0.9
CCN(CC)c1ccc(/C=c2\sc3nc4ccccc4n3c2=O)c(O)c1 | -7.3 | -2.5 | 22.3 | -5.5 | . | -0.7 | -93.5 | 0.4 | -0.9
Cc1ccc(S(=O)(=O)NC(C(=O)N2CCOCCOCCOCC2)c2ccccc2)cc1 (centres undefined) | -1.5 | -10.0 | 7.5 | 1.6 | i | -0.7 | 1.7 | 0.1 | -0.6
c1ccc(N=P(N2CCOCC2)(N2CCOCC2)N2CCOCC2)cc1 | -1.3 | 4.7 | -0.8 | -0.9 | i | -0.4 | -1.2 | 0.1 | -2.2
O=C(CNC(=O)c1cccc(Br)c1)N/N=C/c1ccc[nH]1 | -4.3 | 9.2 | 8.8 | 0.5 | i | 2.0 | -4.6 | 20.1* | -4.1
CCOc1ccccc1NC(=O)CCS(=O)(=O)c1cccc2nsnc12 | -0.6 | -1.3 | 1.4 | -5.0 | i | 0.0 | -9.0 | 0.6 | -3.9
O=C(NC(=S)Nc1ccccc1N1CCCC1)c1cccs1 | 26.1 | 95.3 | 30.2 | 1.1 | i | 1.7 | -1.7 | 0.1 | 1.6
O=C(COC(=O)/C=C/C(=O)N1CCN(c2ccccc2)CC1)NCc1ccc(F)cc1 | -3.6 | 0.4 | -1.1 | -0.9 | i | 0.7 | -8.5 | 0.1 | -0.5
COc1ccc(CNc2nc(NCc3ccc(OC)cc3)n(S(C)(=O)=O)n2)cc1 | -2.4 | 1.7 | 5.2 | 1.7 | i | 1.9 | -0.2 | -0.5 | -2.8
Cc1ccc(CNC(=O)Cn2c(=O)c3sccc3n(Cc3ccc([N+](=O)[O-])cc3)c2=O)cc1 | 4.6 | 1.3 | 2.1 | -2.1 | i | -1.4 | -3.8 | -0.6 | 1.8
O=C(NCCC1=CCCCC1)C(=O)NCC1OCCCN1S(=O)(=O)c1ccccc1 (centres undefined) | 1.8 | -13.3 | 4.0 | 0.0 | i | -0.1 | -11.2 | 0.0 | -0.3
COc1ccc2cc(CCNC(=O)C(C)C)c(=O)[nH]c2c1 | -0.3 | 2.4 | -1.2 | 0.2 | i | 1.4 | 2.3 | 0.1 | -2.4
CCCCNc1nc2ccccc2[nH]1 | -7.0 | -4.9 | -48.4 | 1.4 | i | 0.6 | -2.7 | 8.0* | 0.4
CS(=O)(=O)c1ccc(NS(=O)(=O)c2ccc3ccccc3c2)cc1 | 3.6 | -3.4 | -10.9 | -3.2 | i | -0.1 | -7.9 | -0.4 | -1.4
COc1ccc(NC(=O)N2CCCC(C(=O)NCc3ccccc3F)C2)cc1 (centres undefined) | -0.8 | 0.9 | 13.9 | -0.6 | i | 0.6 | 11.4 | -0.5 | -4.5
O=C(NC1CCCC1)C(c1cccnc1)N(C(=O)c1csnn1)c1ccc(F)cc1 (centres undefined) | -2.9 | 4.3 | 7.7 | -1.6 | i | 0.1 | -1.4 | -1.1 | -1.5
COc1ccc(OC)c(NC(=O)COC(=O)CSc2ccc(Cl)cc2)c1 | -3.2 | -3.5 | 1.0 | -3.9 | i | -0.1 | 4.8 | 0.3 | -1.6
CCCC[C@H]1COCCS(=O)(=O)N1Cc1ccccc1F | -2.8 | -0.9 | -6.2 | 0.8 | i | -0.7 | -7.0 | -0.4 | -2.0
CCN1CCN(CC(O)COc2ccc(C(C)=O)cc2)CC1 (centres undefined) | -5.0 | -3.4 | -6.5 | 0.0 | i | -0.4 | -6.6 | -0.4 | -2.5
Cc1c(NC(=O)C(C)OC(=O)c2cc(Cl)nc(Cl)c2)c(=O)n(-c2ccccc2)n1C (centres undefined) | -5.7 | 0.1 | 11.3 | 3.6 | i | 0.5 | -1.2 | -0.6 | -3.0
CN(C)c1ccc(C(=O)OCC(=O)NC2CCCCCC2)cc1 | 6.1 | -5.8 | -0.4 | -2.0 | i | 3.2 | -0.2 | 0.1 | -4.5
COc1ccc(Cl)cc1NC(=O)/C=C/C(=O)O | -3.3 | -4.8 | 15.1 | -1.7 | i | 0.0 | -0.8 | -1.5 | -11.3
CC(=O)c1sc(NC(=O)CN2C(=O)NC3(CCCC3)C2=O)nc1-c1ccccc1 | -5.7 | 2.6 | 13.0 | -0.3 | i | 1.7 | -1.0 | -0.5 | -3.6
Cc1ccc(Cn2c(CN(C)Cc3ccccc3)nc3c2c(=O)n(C)c(=O)n3C)cc1 | 24.0 | 1.8 | -2.0 | 1.9 | i | 0.2 | -0.9 | 0.3 | 3.5
COc1cc(/C=C/C(=O)NNC(=O)c2cccc(S(=O)(=O)N(C)C)c2)cc(OC)c1OC | -4.6 | 6.1 | 20.6 | 0.9 | i | 2.1 | -13.8 | -0.2 | -2.6
CCc1nn(CC(=O)NCCN2CCN(C)CC2)c(=O)c2cc3occc3n12 | -5.6 | -1.8 | 5.2 | -0.5 | i | -0.6 | -6.7 | -1.1 | -0.2
O=c1cc(O)c(-c2ccccc2)c(Cl)[nH]1 | -2.0 | 5.8 | -1.0 | -1.9 | i | -2.6 | -6.0 | -0.1 | -3.0
COC(=O)CS(=O)(=O)c1ccc(C)cc1 | -3.3 | 9.7 | 13.5 | -2.0 | i | -0.1 | -8.5 | -0.2 | -1.1
O=C(Cc1cccs1)NCc1cccnc1 | -6.9 | -4.8 | 0.1 | -1.7 | i | 0.1 | 1.3 | -0.2 | 1.8
Cc1ccc(CNS(=O)(=O)c2c(C)[nH]c(C)c2C(=O)N2CCCC2)cc1 | -3.6 | -1.1 | 8.8 | 2.0 | i | 1.1 | -1.4 | -0.1 | -1.1
COc1ccc(C(c2c(O)nc(SC)n(C)c2=O)c2c(O)nc(SC)n(C)c2=O)cc1O | -10.4 | 3.4 | 5.7 | -3.1 | i | 0.9 | 2.1 | 0.3 | 3.6
CN(Cc1ccccc1F)c1ncnc2sccc12 | 7.8 | 2.1 | -8.2 | -1.5 | i | 0.1 | 3.5 | 0.5 | 14.4*
O=C(Cc1ccc(F)cc1)Nc1ccc(Cl)cn1 | -1.5 | 0.5 | -4.1 | -2.5 | i | 0.5 | 1.3 | 1.8 | -3.4
CCOc1ccc2nc(NC(=O)NC3CCCCC3)sc2c1 | 2.0 | -0.1 | 5.4 | 1.4 | i | -1.1 | 3.2 | -0.6 | -5.3
CCOC(=O)N1CCN(S(=O)(=O)c2ccc3c(c2)oc(=O)n3C)CC1 | -6.1 | -1.0 | 1.8 | -0.6 | i | -0.1 | -0.5 | 0.1 | 1.6
CCN(CC)Cc1c(NC(=O)c2ccccc2)sc(C)c1C | 1.9 | 1.5 | 16.1 | 2.6 | i | 2.6 | -5.4 | -0.8 | -6.8
Cc1cccc(-c2nnc(SCC(=O)NC3CC3)n2C)c1 | -2.4 | -2.1 | 13.6 | -0.9 | i | -0.3 | 2.2 | 0.1 | -4.4
O=C1NC(=S)SC1=Cc1ccccc1Cl | 5.5 | 4.5 | 9.6 | 5.5 | i | 3.0 | -1.8 | -0.4 | -13.1
CC(=O)Nc1ccc(N(C(=O)Cn2nnc3ccccc32)C(C(=O)NC2CCCC2)c2ccc(O)c(O)c2)cc1 (centres undefined) | -2.9 | -4.1 | 5.2 | 0.7 | i | 1.4 | 4.3 | -0.4 | -9.7
O=C(NC1CCCC1)C(c1ccccc1)n1c(-c2ccc3c(c2)CCO3)nc2ccccc21 (centres undefined) | . | -2.5 | . | . | i | -0.2 | . | -0.8 | .
CCOc1ccccc1NC(=O)C(C)N1C(=O)c2ccccc2S1(=O)=O (centres undefined) | 5.5 | -0.5 | -12.6 | 0.0 | i | 0.4 | -11.4 | -0.5 | -6.7
COc1cccc(-c2cc(C(=O)Nc3c(C)nn(Cc4ccccc4C)c3C)no2)c1 | 14.4 | -2.5 | 2.1 | 1.0 | i | -1.1 | -4.6 | -0.6 | 0.7

Random draw from the library. About 4% of those tested had a hit in this group.
